Screening results (PubChem)
Pf Dd2 inh: Plasmodium falciparum Dd2 growth inhibition | 120,000 compounds, 4.3% hits | P. falciparum Dd2 growth, SYBR Green, 72 h | Potency, µM (highest dose often 28.9 µM), for inactives: at the top dose activity, negative = inhibition, hits mostly inhibitors; active = well fitted inhibition curve with a large enough effect; inconclusive = small, poorly fitted or top-dose-only effect; inactive = no such curve, though single readings can be large or run the other way;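 note: plate controls were DMSO vehicle for no effect and reference drug for full effect; nearly all actives have a fitted effect of over 65% in size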
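Infected erythrocytes (Dd2, 0.3% parasitemia, 2.5% hematocrit final) are added to compound in RPMI-1640/Albumax II medium, grown 72 h at 37C in low oxygen, then lysed with saponin/Triton-X containing SYBR Green and read by fluorescence.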
Starred values were filed as active, the others as inactive; i = inactive; u = inconclusive; [ ] = another dose, or the depositor's remark. Potency is the fitted concentration of half-maximal effect.

SMILES	Pf Dd2 inh
COc1ccc2[nH]c3c(c2c1)CCNC31CCN(S(=O)(=O)c2c(C)nn(C)c2C)CC1	i
COc1ccc2c(c1)c(CC(=O)Nc1c(C)cccc1C)c(C)n2C(=O)c1ccc(Cl)cc1	24%
CCc1nc2c(=O)n(CC(=O)NCc3ccccc3OC)nc(C)c2s1	i
COc1ccc(C2Cn3nnc(C(=O)N4CCN(C(=O)c5ccc(F)cc5)CC4)c3CO2)cc1 (stereo not drawn)	u
CCN(CC)C(=O)c1cc2c(s1)CCC(C(=O)N1CCN(c3ccccc3)CC1)C2 (stereo not drawn)	u
O=C(NCc1ccccn1)C1CC(=O)N(c2n[nH]c3cccc(F)c23)C1 (stereo not drawn)	8%
Cc1ccc(C(=O)c2oc3ccccc3c2NC(=O)c2cc(=O)c3ccccc3o2)cc1	5%
COc1cc(C(=O)N(Cc2ccc(F)cc2)Cc2ccco2)cc(OC)c1OC	43%[activator]
CCOC(=O)c1ccc(NC(=O)C2=C(C)C(=O)OC23CCN(C(C)C)CC3)cc1	30%
CC(C)n1cc(CN2CCCC2C(=O)Nc2cccc(-n3cccn3)c2)cn1 (stereo not drawn)	i
O=C(c1cccs1)N1C[C@@H]2C[C@H](C1)c1c(-c3ccc(Cl)cc3)ccc(=O)n1C2	-5%[44.1 µM]
COc1ccc(CN2CCC(CO)(CN3CCCC3)CC2)cc1C	i
CC(=O)c1ccc(NC(=O)N[C@H]2CO[C@H]3[C@@H]2OC[C@H]3OCC(N)=O)cc1	-20%[44.1 µM]
CCn1c(CO)nnc1C1CC(NC(=O)Cn2ncc3ccccc32)C1 (stereo not drawn)	4%
COc1ccc(C(=O)N2C(C(=O)N3CCOCC3)COC23CCN(C(=O)C2CCC2)CC3)cc1 (stereo not drawn)	-10%

Filtered by structure: those above containing fluorine
SMILES	Pf Dd2 inh
COc1ccc(C2Cn3nnc(C(=O)N4CCN(C(=O)c5ccc(F)cc5)CC4)c3CO2)cc1 (stereo not drawn)	u
O=C(NCc1ccccn1)C1CC(=O)N(c2n[nH]c3cccc(F)c23)C1 (stereo not drawn)	8%
COc1cc(C(=O)N(Cc2ccc(F)cc2)Cc2ccco2)cc(OC)c1OC	43%[activator]

(continued)
SMILES	Pf Dd2 inh
COC[C@@H]1CN(C(=O)c2ccnc(C)c2)C[C@H]1C(N)=O	17%
COCCn1ncc(N2CCCC(CC(=O)NCc3ccc(F)cc3F)C2)cc1=O (stereo not drawn)	12%
NCCC(=O)N1CCC2(CC1)CN([S+](=O)([O-])c1ccccc1)CCO2	1%
O=C1c2cc(N3CCOCC3)nc(-c3ccccc3)c2CN1Cc1ccccc1	u
CC(C)(C)c1ccc(C(=O)N2C[C@@H](C(=O)O)[C@H](c3cccc(F)c3)C2)cc1	-16%
COc1ccc(-c2ccnc(N[C@H]3CO[C@H]4[C@@H]3OC[C@@H]4NC(=O)N3CCOCC3)n2)cc1	7%
Cc1nnc2n1CCC(NC(=O)c1ccoc1)CC2 (stereo not drawn)	25%
COc1ccnc(CN2CCC3(CC2)CN(CCOc2ccccc2)C(=O)O3)c1OC	4%
COCCN1C[C@H]2CN(Cc3ncc[nH]3)CCN2C1=O	-13%[44.1 µM]
CN1[C@@H](CCC(=O)NCc2ccc(F)cc2)CNC(=O)[C@@H]2[C@H]1CCN2Cc1ccc(O)cc1	-23%
Cc1cnc(C(=O)N[C@@H]2CCC[C@@H]2C(=O)NCc2ccc(C(C)C)cc2)cn1	i
COCCNc1ncnc2c1CN(C1CCNC1)C(=O)CN2C (stereo not drawn)	10%
COc1cc(NC(=O)CN2C(=O)COc3ccc(S(=O)(=O)N4CCCCC4)cc32)cc(OC)c1	-17%
Cc1nc([C@@H]2CN(C(=O)c3ccc4ncccc4c3)C[C@H]2C(N)=O)n[nH]1	12%
CCCOCC(=O)N1CCCC(c2cc(N3CCOCC3)nc(C)n2)C1 (stereo not drawn)	7%
COc1cccc(CN2CCOC3(CCN(Cc4cccc(Cl)c4)CC3)C2=O)c1	u
COc1cccc(CC(=O)N[C@@H]2CN(c3ncccn3)C[C@H]2CO)c1	i
CC(C)N1CCN(C2CCOC3(CCN(C(=O)Cc4cccc(F)c4)CC3)C2)CC1 (stereo not drawn)	-23%
Cc1ncccc1C(=O)N1CCC(N2C(=O)C3(CCCC3)C2c2scnc2C)CC1 (stereo not drawn)	9%
COc1cccc(-c2nn(C)c3sc(C(=O)NCc4cc(OC)ccc4OC)cc23)c1	-16%
Cc1cccc(N2CCN(c3nc4ccccc4c4nnc(C)n34)CC2)c1C	0.89µM*
COc1ccc(NC(=O)Cn2c(-c3ccc(F)cc3)nc(C)cc2=O)cc1	i
C[S+](=O)([O-])CCn1ncc2cc(OCc3cccc(-c4ccccc4)c3)ccc21	-10%[44.1 µM]
CC(C)(C)CN1CCOC[C@H]1c1ncc(-c2ccc(Cl)cc2)[nH]1	-3%[44.1 µM]
CCc1ccc(-c2nc(-c3cc4ccccc4oc3=O)sc2C)cc1	i
CN1CC(=O)N(C2CCCNCC2)Cc2c1ncnc2N1CCN(Cc2ccccc2)CC1 (stereo not drawn)	u
COc1nccnc1NC1CCN(C(=O)c2ccccc2)CC1	1%[5.79 µM]
O=C(Nc1ccc(Cl)cc1)N1CCC2(C1)C(=O)N(CCc1ccccc1)c1ccccc12 (stereo not drawn)	4.5µM*
CCNC(=O)C1(CCO)CCN(c2ncccn2)C1 (stereo not drawn)	-1%
COCC(=O)NC[C@H]1CCN(Cc2cccn2C)C[C@H]1N(C)C	i
CCc1ccc(NC(=O)CSc2nc3c(sc4ccccc43)c(=O)n2CCCOC(C)C)cc1	21%
CN(C)c1cccc(-c2cnc(Nc3ccc(N4CCOCC4)cc3)c3c2CCO3)c1	u
COc1ccc(-c2cc(C[C@@H]3CC[C@H](O)[C@@H](CN(C)C)O3)no2)cc1	-19%[44.1 µM]
CCOc1ccc2nc(NC(=O)c3nc(SCc4ccccc4F)ncc3Cl)sc2c1	76%[activator]
CCc1cccc(NC(=O)Cn2c(=O)c(C(F)(F)F)nc3ccccc32)c1	3%
CCn1cnnc1CC1CCNC1 (stereo not drawn)	14%
O=C1CCN(Cc2cccc(F)c2)CCCC(C(=O)NCc2ccncc2)CCN1 (stereo not drawn)	-17%
O=C(C1CCCC1)N1CC2(CCNC2)OCc2ccccc21 (stereo not drawn)	-11%
O=C1N(Cc2ccccc2)c2ccccc2C12CCN(Cc1ccccc1)C2 (stereo not drawn)	-10%
Cc1ccccc1C(=O)N1C(C(=O)N2CCOCC2)COC12CCC(C)CC2 (stereo not drawn)	-17%
C=CCNC(=O)N1CCC(C2CCN(Cc3cccc(F)c3F)CC2)C1 (stereo not drawn)	-6%
CCOC(=O)c1ccc2c(c1)N(C(CC)C(=O)Nc1ccccc1OC)C(=O)c1ccccc1S2 (stereo not drawn)	u
O=C(c1ccc(-c2ccco2)cc1)N1CCOC(c2ccccc2)C1 (stereo not drawn)	u
O[C@@H]1CCN(Cc2nc(C3(O)CCN(C4COC4)CC3)cs2)C1	35%[activator][44.1 µM]
COc1ccc(NC(=O)C(C)n2nc(C)c3c(C)n(-c4ccccc4)nc3c2=O)cc1Cl (stereo not drawn)	24%
Cc1cc(C)c(NC(=O)Cn2c(=O)c(-c3noc(C)n3)c3n(c2=O)CCCC3)c(C)c1	-17%
Cc1cn2nc(C(=O)NCCc3ccccc3)cc2c(=O)[nH]1	0%
COCCOc1ccc2c(n1)CCN(C(=O)c1ccc(OC)cc1)C2	0%
Cc1ccc(C(=O)Nc2ccc3nc(SCC(=O)N4CCCc5ccccc54)sc3c2)cc1	i
O=C(c1nc(-c2cccc(C(F)(F)F)c2)c2ccccn12)N1CCOCC1	-12%
CN1C(=O)C(c2ccccc2)CC12CCN(S(C)(=O)=O)CC2 (stereo not drawn)	-7%
Cc1nn(C)c(C)c1CCC(=O)N1C[C@@H](Oc2cccnc2)C[C@H]1C(=O)NC1CC1	10%
CCCCN(CC)CCNC(=O)c1cn(CCOC)c(=O)c2c1c1ccccc1n2C	u
CN1CCCCC(CC(=O)Nc2ccc(F)c(F)c2)C1=O (stereo not drawn)	6%
O=C(c1ccccc1C(F)(F)F)N1CCC(CO)(CN2CCCC2)CC1	-18%
COc1cc(C(=O)Nc2ccc(-n3c(C)nc4ccccc4c3=O)cc2)cc(OC)c1OC	-6%
Cc1nnnn1-c1cccc(C(=O)N2CCCC3(CC2)CNC(=O)O3)c1 (stereo not drawn)	1%
COC(=O)N1CCN(c2nc3ncccc3o2)CC1	-1%[44.1 µM]
CC(=O)Nc1nonc1-c1nnc(SCC(=O)Nc2ccc(C)c(Cl)c2)n1-c1ccccc1	u
CCN(CC)S(=O)(=O)c1ccc2oc(C(=O)N(C)Cc3ccccc3)c(C)c2c1	-22%

Next part.
SMILES	Pf Dd2 inh
CC1Oc2ccc(NC(=O)Cc3ccccc3)cc2CN(Cc2ccc(Cl)cc2)C1=O (stereo not drawn)	i
O=C(NCc1ccccc1)c1cc2c(s1)CCN(C(=O)c1ccccc1)C2	0%
O=C(Cn1ccn2nc(-c3ccccc3)c(CO)c2c1=O)N1CCN(c2ccccc2F)CC1	-1%
COCCNC(=O)NC[C@H]1O[C@@H]2C[C@@H](CC(=O)NCc3cnn(C)c3)O[C@@H]2[C@@H]1O	-1%[44.1 µM]
COc1cc(NC(=O)Cn2ccn(Cc3ccccc3OC)c(=O)c2=O)cc(OC)c1	34%[activator]
Cc1nc(-c2cccs2)cc([C@H]2CN3CC[C@H]2C[C@@H]3CNC(=O)C2CCC2)n1	u
Cc1cc(C)c2c(-n3cccc3)c(C(=O)NCC(C)c3ccccc3)sc2n1 (stereo not drawn)	-19%
O=C(Cc1cccs1)NC1CCc2nnc(C3CC3)n2CC1 (stereo not drawn)	i
Cc1ccc2c(ccn2CCNC(=O)C[C@H]2NC(=O)c3ccccc3NC2=O)c1	u
CCOc1ccccc1C(=O)N1CCC(c2n[nH]c(=O)n2-c2ccccc2)CC1	-20%
CC(C)CN1C(=O)c2cccn2CC1C(=O)NC1CCCC1 (stereo not drawn)	i
O=C(O)c1ccc(CN2C[C@@H](F)[C@@H](OCc3nc4ccc(C(F)(F)F)cc4[nH]3)C2)cc1	u
O=C(NC1CCN(c2cc(-c3cccs3)[nH]n2)CC1)c1ccc(F)cc1Cl	i
COc1cccc(CN2C[C@@H](CO)[C@H](c3nc(C)no3)C2)c1OC	i
C[C@@H]1C(=O)O[C@H]2[C@H]1CC[C@@]1(C)Cc3sc(Nc4ccc(O)cc4)nc3[C@@H](C)[C@H]21	i

Two entries from above, set out differently:
canonical_smiles: O=C(Cc1cccs1)NC1CCc2nnc(C3CC3)n2CC1 (stereo not drawn)
  Pf Dd2 inh: i

canonical_smiles: CC1Oc2ccc(NC(=O)Cc3ccccc3)cc2CN(Cc2ccc(Cl)cc2)C1=O (stereo not drawn)
  Pf Dd2 inh: i

Further entries.
SMILES	Pf Dd2 inh
CN(CCc1ccccc1)CCN1CC2(CCN(c3ncccc3C#N)CC2)OC1=O	u
Cc1ccc(C)c(Cn2c(CCCNC(=O)C3CCCCC3)nc3ccccc32)c1	u
COc1ccc(CNC(=O)COCc2cc(-c3cccs3)on2)cc1OC	i
COCCN1CCNc2nc(COc3cccc(C(F)(F)F)c3)n(Cc3ccccc3)c2C1=O	i
COc1ccc(-c2nnc3n2CCN(C(=O)c2cccc(Cl)c2)C3)cc1	-23%
COCC1CN(C(=O)CCc2cccc(OC)c2)CC12CCNCC2 (stereo not drawn)	33%[activator]
COCC(=O)N[C@@H]1CN(Cc2cccc(C#N)c2)CC[C@@H]1c1n[nH]c(C)n1	5%
CCN1CCC(CCNC(=O)C2CCCN(Cc3ccncc3)CCC(=O)NCC2)CC1 (stereo not drawn)	29%
CO[C@H]1C(=O)N(C2CCN(C(=O)c3nn(C)c4ccccc34)CC2)[C@H]1c1ccncc1	-9%
O=C(NC[C@H]1C[C@@H]2CCN1C[C@@H]2CN1CCN(c2ccc(F)cc2)CC1)c1ccccc1	i
Cc1cc(F)ccc1NC(=O)C1CCN(C(=O)c2ncn3c2COC(c2ccc(F)cc2)C3)CC1 (stereo not drawn)	-11%
O=C(NCCS(=O)(=O)N1CCN(c2cccc(Cl)c2)CC1)c1cc(=O)c2ccccc2o1	i
CCNC(=O)NCC12CCC=C1N(C)C(=O)CC2 (stereo not drawn)	4%
O=C(COc1ccccc1)N1CCC2(CC1)OCCN(CC1CCOCC1)C2=O	-39%[44.1 µM]
C#C[C@H]1CN2CC[C@H]1C[C@@H]2CNC(=O)C1CC1	-23%[44.1 µM]

Laid out differently: 6 of the compounds above.
canonical_smiles | Pf Dd2 inh
COc1ccc(-c2nnc3n2CCN(C(=O)c2cccc(Cl)c2)C3)cc1 | -23%
COCC1CN(C(=O)CCc2cccc(OC)c2)CC12CCNCC2 (stereo not drawn) | 33%[activator]
COCC(=O)N[C@@H]1CN(Cc2cccc(C#N)c2)CC[C@@H]1c1n[nH]c(C)n1 | 5%
CCN1CCC(CCNC(=O)C2CCCN(Cc3ccncc3)CCC(=O)NCC2)CC1 (stereo not drawn) | 29%
CO[C@H]1C(=O)N(C2CCN(C(=O)c3nn(C)c4ccccc34)CC2)[C@H]1c1ccncc1 | -9%
O=C(NC[C@H]1C[C@@H]2CCN1C[C@@H]2CN1CCN(c2ccc(F)cc2)CC1)c1ccccc1 | i

New compounds follow
SMILES	Pf Dd2 inh
CCOC(=O)c1c(C)[nH]c(C)c1S(=O)(=O)N1CCC(C(=O)Nc2ccccc2CC)CC1	27%
Cc1cc(C)n(C)c(=O)c1C(=O)N1CCC2(CC1)Nc1ccccc1NC2=O	14%
CCOC(=O)c1c(NC(=O)COc2ccc(Br)cc2)sc(C(C)=O)c1C	i
NC(=O)Cc1c[nH]c2ncc(-c3ccc(F)cc3)cc12	i
O=C(NC1CCN(C(=O)N2CC3CC(C2)[C@H]2CCCC(=O)N2C3)CC1)c1ccccc1F (stereo partly drawn)	4%
Cc1ccc(-c2nc3ccccn3c2Nc2ccc3c(c2)OCCO3)s1	i

Not all compounds are listed; rates above refer to the full screens.
